LEDGF integ inh: blocks HIV-1 LEDGF/p75-dependent DNA integration | TR-FRET IN-LEDGF/p75 DNA integration, Eu/Cy5 | inhibition, % at 3.7 µM | hit rate 0.64% among 370,000;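 active = inhibition above the screen-wide mean plus 3 SD, cut at about 13% in these data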;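 also: signal is the Cy5 over europium emission ratio at 671 and 618 nm; 0% = plate median of compound wells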
PRMT1 inh: PRMT1 (human) inhibition, primary screen. Q99873. recombinant PRMT1, activity-based probe fluorescence polarization. inhibition, % at 2.79 µM. hit rate 1.3% among 370,000;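 active = inhibition above about 21% made by adding two undisclosed values, limit read from the data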
TCR CD3 inh: blocks the human TCR-CD3 interaction. TAMRA-labeled TCR probe fluorescence, biochemical. inhibition, % at 9.4 µM. hit rate 0.37% among 360,000. AID 651800; in the data active = inhibition above about 19%;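 also: recombinant mutant TCR 2C K166C tagged with TAMRA read by polarization; 0% = receptor in buffer alone and 100% = receptor with positive control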
Tn7 DDE FP: disrupts Tn7 cyclic peptide binding to fibrin D-Dimer-E complex | P02675 | hit rate 0.13% among 370,000 | inhibition, % at 8.3 µM | FP displacement of FITC-Tn7 peptide from fibrin DD(E); 0% = median of compound wells per plate;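 active = inhibition above the mean of compounds falling within the control limits plus 3 SD of them, cut at about 14% in these data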;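 also: 0% = plate median of compound wells and 100% = 10 µM Aha-Tn7 peptide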
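assay system = human clot-derived fibrin DD(E) complex | quantity = Fibrin-DD(E) at 2 µM final | timing = 10 min preincubation, 3 h with tracer, room temperature | signal = fluorescence polarization | measure = percent inhibition | benchmarks = high control wells with 10 µM unlabelled Aha-Tn7 peptide (full inhibition) | replicates = singlicate testing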
HTRA1 inhibitor: HTRA1 (human) protease inhibition; Q92743; recombinant HTRA1, FP-rhodamine activity-based probe, fluorescence polarization; inhibition, % at 5.96 µM; hit rate 0.5% among 340,000; in the data active = inhibition above about 36%;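 also: 0% = enzyme with DMSO and 100% = wells lacking enzyme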
Target sequence (Q92743 whole entry, looked up): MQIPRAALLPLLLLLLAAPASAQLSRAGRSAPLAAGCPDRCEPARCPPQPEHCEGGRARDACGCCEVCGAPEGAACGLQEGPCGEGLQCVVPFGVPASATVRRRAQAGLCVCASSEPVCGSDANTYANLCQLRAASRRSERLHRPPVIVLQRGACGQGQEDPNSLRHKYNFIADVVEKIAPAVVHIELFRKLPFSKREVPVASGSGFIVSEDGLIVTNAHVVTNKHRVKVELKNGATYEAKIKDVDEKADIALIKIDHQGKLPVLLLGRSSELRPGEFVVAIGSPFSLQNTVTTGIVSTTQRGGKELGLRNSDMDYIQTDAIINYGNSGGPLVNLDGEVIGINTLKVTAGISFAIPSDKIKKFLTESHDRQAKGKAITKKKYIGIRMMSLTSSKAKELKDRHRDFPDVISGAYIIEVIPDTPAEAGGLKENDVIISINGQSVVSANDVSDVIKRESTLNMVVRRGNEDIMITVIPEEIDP
ABHD4 inh: ABHD4 (mouse) inhibition, primary FP screen | inhibition, % at 8.92 µM | Q8VD66 | hit rate 0.54% among 370,000 | purified mABHD4, FP-Rh probe fluorescence polarization;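 active = inhibition exceeding the mean over every tested compound plus 3 SD, cut at about 30% in these data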;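 also: 0% = plate median of compound wells and 100% = S159A mutant with DMSO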
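Test system: mABHD4 protein | Buffer or medium: HEPES pH 7.0 buffer, 150 mM NaCl, 0.01% Pluronic F-127 | Probe or stimulus: FP-Rh fluorescent activity-based probe, added after compound pre-incubation | Timing: Pre-incubation 45 min, probe exposure 60 min, at 25 °C | Technique: Fluorescence polarization, excitation 525 nm, emission 598 nm, BODIPY TMR filters | Repeats: Single well per compound (singlicate)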
UHRF1 binding: UHRF1 methyl-DNA binding inhibition; Q96T88; UHRF1 binding to methylated oligo, TR-FRET; inhibition, % at 4.4 µM; hit rate 0.75% among 370,000; in the data active = inhibition above about 21%;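 also: UHRF1 SRA domain binding a hemimethylated CpG hairpin DNA probe; 0% = median of test compound wells and 100% = reference inhibitor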
TDP2 inh: blocks human TDP2 phosphodiesterase activity; inhibition, % at 12.8 µM; hit rate 0.34% among 370,000; recombinant TDP2, T5PNP hydrolysis, p-nitrophenol absorbance 415 nm; O95551; AID 720702;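 active = inhibition above the mean of all tested compounds plus 3 SD, set per campaign, cut at about 25% in these data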;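 also: 0% = DMSO with enzyme and 100% = buffer with substrate but no TDP2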
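Material: recombinant human TDP2; quantity: TDP2 enzyme at 120 nM final; medium: Tris-HCl pH 7.5 with MgCl2; compound: single concentration, 12.8 µM nominal, with 1% DMSO; incubation: 2 h enzyme incubation at 37 °C; signal: epi absorbance; measure: percent inhibition; benchmarks: high control without enzyme, low control DMSO plus TDP2; repeats: singlicate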
PG9 Ab binder: PG9 antibody binding by small molecule; AID 624416; inhibition, % at 6.7 µM; hit rate 0.43% among 360,000; TR-FRET gp120-PG9 antibody binding; in the data active = inhibition above about 8.5%
SIAE primary: blocks human sialic acid acetylesterase; SIAE FP-Rh probe binding, fluorescence polarization; inhibition, % at 9.66 µM; hit rate 0.69% among 370,000;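 active = inhibition above a cutoff: mean of compounds within the control limits plus 3 SD of those, cut at about 17% in these data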;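 also: 0% = plate median of compound wells and 100% = probe without SIAE protein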
Target sequence (Q9HAT2 whole entry, looked up): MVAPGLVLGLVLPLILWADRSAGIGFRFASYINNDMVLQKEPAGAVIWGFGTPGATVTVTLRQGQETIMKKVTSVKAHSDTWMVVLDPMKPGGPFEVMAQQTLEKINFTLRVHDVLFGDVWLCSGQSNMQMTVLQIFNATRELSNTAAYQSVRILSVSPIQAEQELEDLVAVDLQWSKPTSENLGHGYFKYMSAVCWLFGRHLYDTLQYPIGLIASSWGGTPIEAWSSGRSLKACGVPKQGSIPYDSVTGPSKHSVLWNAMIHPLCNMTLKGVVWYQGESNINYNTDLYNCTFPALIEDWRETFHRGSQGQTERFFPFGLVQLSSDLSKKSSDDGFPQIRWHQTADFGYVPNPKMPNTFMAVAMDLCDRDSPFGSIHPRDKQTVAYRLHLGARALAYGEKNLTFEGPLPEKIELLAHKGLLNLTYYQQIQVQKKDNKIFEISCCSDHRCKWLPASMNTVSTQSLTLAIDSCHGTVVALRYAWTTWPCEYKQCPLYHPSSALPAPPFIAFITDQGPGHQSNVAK
Starred values were filed as active, the others as inactive.

CC(CC(=O)Nc1ccc2c(c1)c(=O)n(C)n2-c1ccccc1)c1ccccc1 (centres undefined) was read as LEDGF integ inh -2, PRMT1 inh 1, TCR CD3 inh -5, Tn7 DDE FP -3, ABHD4 inh 1, UHRF1 binding -1, TDP2 inh 1, PG9 Ab binder 0.0 and SIAE primary 3.
`O=C(NCCN=C1NS(=O)(=O)c2ccccc21)c1ccccc1` gave LEDGF integ inh -1, PRMT1 inh 1, TCR CD3 inh 1, Tn7 DDE FP -2, HTRA1 inhibitor 3, ABHD4 inh -8, UHRF1 binding 4, TDP2 inh 11, PG9 Ab binder -0.7 and SIAE primary 4.
For COc1cccc(/C=N/c2nc3ccccc3n2C)c1O the results were LEDGF integ inh 0, PRMT1 inh 2, TCR CD3 inh 8, Tn7 DDE FP 1, HTRA1 inhibitor 6, ABHD4 inh -2, UHRF1 binding -1, TDP2 inh -3, PG9 Ab binder 0.7 and SIAE primary -1.
For O=C(NCc1ccccc1)[C@H]1CCCN1C(=O)[C@H]1CCCN1C(=O)c1cccc(F)c1 the results were LEDGF integ inh 1, PRMT1 inh 1, TCR CD3 inh 2, Tn7 DDE FP 4, ABHD4 inh 4, UHRF1 binding 1, TDP2 inh 6, PG9 Ab binder -1.3 and SIAE primary -7.
Cc1ccc(N2CCN(C(=O)c3nn(C)c4c3CS(=O)(=O)c3ccccc3-4)CC2C)cc1 (centres undefined) was read as LEDGF integ inh 5, PRMT1 inh -2, TCR CD3 inh 0, Tn7 DDE FP -5, HTRA1 inhibitor -3, ABHD4 inh -4, UHRF1 binding 2, TDP2 inh 4, PG9 Ab binder -0.6 and SIAE primary 6.
For CCOc1ccc(-c2cccc(NS(=O)(=O)c3ccccc3[N+](=O)[O-])c2)nn1 the results were LEDGF integ inh 0, PRMT1 inh -2, TCR CD3 inh -1, Tn7 DDE FP -1, HTRA1 inhibitor -1, ABHD4 inh 12, UHRF1 binding -3, TDP2 inh 14, PG9 Ab binder -0.4 and SIAE primary 5.
For COc1ccc(CCNC2=C(Cl)C(=O)N(CCc3ccccc3)C2=O)cc1OC the results were LEDGF integ inh 0, PRMT1 inh 2, TCR CD3 inh -1, Tn7 DDE FP -4, HTRA1 inhibitor -23, ABHD4 inh -5, UHRF1 binding 3, TDP2 inh -12, PG9 Ab binder 0.4 and SIAE primary 8.
Screening CSCC(C)N1CCC(n2nccc2NC(=O)CCc2ccccc2)CC1 (centres undefined) returned LEDGF integ inh 5, PRMT1 inh 5, TCR CD3 inh 4, Tn7 DDE FP -3, HTRA1 inhibitor 5, ABHD4 inh 1, UHRF1 binding 19, TDP2 inh 2, PG9 Ab binder 0.0 and SIAE primary -3.
`Cc1nn(C(=O)c2cccc([N+](=O)[O-])c2)c(C)c1Sc1ccccc1` gave LEDGF integ inh 1, PRMT1 inh 0, TCR CD3 inh 2, Tn7 DDE FP -9, HTRA1 inhibitor -3, ABHD4 inh 5, UHRF1 binding -1, TDP2 inh -3, PG9 Ab binder -1.7 and SIAE primary 0.
For O=[N+]([O-])c1ccccc1/C=N/n1c(C2CCCCC2)n[nH]c1=S the results were LEDGF integ inh 1, PRMT1 inh 9, TCR CD3 inh 7, Tn7 DDE FP -1, HTRA1 inhibitor -2, ABHD4 inh 9, UHRF1 binding 1, TDP2 inh 1, PG9 Ab binder -1.0 and SIAE primary 2.
`O=C(NCCc1ccccc1)OCc1cn(Cc2ccccc2C(F)(F)F)nn1` gave LEDGF integ inh -3, PRMT1 inh 0, Tn7 DDE FP 2, ABHD4 inh 3, UHRF1 binding 1, TDP2 inh -3 and SIAE primary -1.
`Cc1n[nH]c(=O)nc1NCCc1ccccc1` gave LEDGF integ inh 1, PRMT1 inh -1, TCR CD3 inh 6, Tn7 DDE FP 2, HTRA1 inhibitor 2, ABHD4 inh 4, UHRF1 binding -1, TDP2 inh 13, PG9 Ab binder -0.4 and SIAE primary -3.
For CNC(=S)N1CCN(c2ccc(Cl)c(Cl)c2)CC1 the results were LEDGF integ inh -5, PRMT1 inh 6, TCR CD3 inh -3, Tn7 DDE FP -1, HTRA1 inhibitor 2, ABHD4 inh 6, UHRF1 binding -1, TDP2 inh 11, PG9 Ab binder 0.8 and SIAE primary 7.
`O=C(Nc1ccccc1Cl)c1cc(C2CCCCN2C(=O)C2CCCCC2)on1` (centres undefined) gave LEDGF integ inh -3, PRMT1 inh 2, TCR CD3 inh -2, Tn7 DDE FP -1, ABHD4 inh -5, UHRF1 binding 4, TDP2 inh -2, PG9 Ab binder -1.6 and SIAE primary 4.
`O=C1CSC(c2ccccn2)N1c1ccccc1F` (centres undefined) gave LEDGF integ inh 0, PRMT1 inh -1, TCR CD3 inh -3, Tn7 DDE FP 0, HTRA1 inhibitor 2, ABHD4 inh -1, UHRF1 binding 0, TDP2 inh 4, PG9 Ab binder -1.2 and SIAE primary 1.
For Cc1c(/C=C2\NC(=O)NC2=O)c2ccccc2n1C the results were LEDGF integ inh 0, PRMT1 inh 1, TCR CD3 inh 1, Tn7 DDE FP -3, HTRA1 inhibitor 8, ABHD4 inh 4, UHRF1 binding -4, TDP2 inh 6, PG9 Ab binder -17 and SIAE primary 8.
`O=C(CSc1nc2ccccc2c(=O)n1-c1ccccc1)NCC1CCCO1` (centres undefined) gave LEDGF integ inh -4, PRMT1 inh -6, TCR CD3 inh 5, Tn7 DDE FP 0, HTRA1 inhibitor 3, ABHD4 inh -3, UHRF1 binding -2, TDP2 inh -15, PG9 Ab binder -0.6 and SIAE primary 2.
`COc1ccc(N(C)S(=O)(=O)c2cccc(C(=O)OCC(=O)NCc3ccccc3OC)c2)cc1` gave LEDGF integ inh -2, PRMT1 inh 4, TCR CD3 inh -5, Tn7 DDE FP 9, HTRA1 inhibitor -22, ABHD4 inh -12, UHRF1 binding 1, TDP2 inh -11, PG9 Ab binder 1.4 and SIAE primary -7.
`FC(F)(F)c1cc(CCN2CCNC[C@@H]2Cc2ccccc2)cc(C(F)(F)F)c1` gave LEDGF integ inh -1, PRMT1 inh 0, TCR CD3 inh -4, Tn7 DDE FP 2, HTRA1 inhibitor 7, ABHD4 inh 18, UHRF1 binding 0, TDP2 inh -5, PG9 Ab binder -0.5 and SIAE primary 1.
`CC1CCCC(C)N1C(=O)CSc1nnc(COc2cccc3cccnc23)o1` (centres undefined) gave LEDGF integ inh 3, PRMT1 inh 0, TCR CD3 inh 7, Tn7 DDE FP 2, HTRA1 inhibitor 5, ABHD4 inh -3, UHRF1 binding -2, TDP2 inh 2, PG9 Ab binder -0.1 and SIAE primary -8.

Arranged by molecular weight (largest number first): part of the list above.
For O=C(NCc1ccccc1)[C@H]1CCCN1C(=O)[C@H]1CCCN1C(=O)c1cccc(F)c1 the results were LEDGF integ inh 1, PRMT1 inh 1, TCR CD3 inh 2, Tn7 DDE FP 4, ABHD4 inh 4, UHRF1 binding 1, TDP2 inh 6, PG9 Ab binder -1.3 and SIAE primary -7.
`O=C(NCCc1ccccc1)OCc1cn(Cc2ccccc2C(F)(F)F)nn1` gave LEDGF integ inh -3, PRMT1 inh 0, Tn7 DDE FP 2, ABHD4 inh 3, UHRF1 binding 1, TDP2 inh -3 and SIAE primary -1.
`O=C(CSc1nc2ccccc2c(=O)n1-c1ccccc1)NCC1CCCO1` (centres undefined) gave LEDGF integ inh -4, PRMT1 inh -6, TCR CD3 inh 5, Tn7 DDE FP 0, HTRA1 inhibitor 3, ABHD4 inh -3, UHRF1 binding -2, TDP2 inh -15, PG9 Ab binder -0.6 and SIAE primary 2.
`O=C(NCCN=C1NS(=O)(=O)c2ccccc21)c1ccccc1` gave LEDGF integ inh -1, PRMT1 inh 1, TCR CD3 inh 1, Tn7 DDE FP -2, HTRA1 inhibitor 3, ABHD4 inh -8, UHRF1 binding 4, TDP2 inh 11, PG9 Ab binder -0.7 and SIAE primary 4.
For Cc1c(/C=C2\NC(=O)NC2=O)c2ccccc2n1C the results were LEDGF integ inh 0, PRMT1 inh 1, TCR CD3 inh 1, Tn7 DDE FP -3, HTRA1 inhibitor 8, ABHD4 inh 4, UHRF1 binding -4, TDP2 inh 6, PG9 Ab binder -17 and SIAE primary 8.

The list continues.
Screening Cc1ccc(C(=O)N/C(=C/c2ccc(-c3cccc([N+](=O)[O-])c3)o2)C(=O)NCCCN(C)C)cc1 returned LEDGF integ inh -2, PRMT1 inh -1, TCR CD3 inh -5, Tn7 DDE FP 3, HTRA1 inhibitor 4, ABHD4 inh 1, UHRF1 binding -2, TDP2 inh 5, PG9 Ab binder -7.5 and SIAE primary 21*.
O=C1CC(C(=O)O)C2(CCCC2)O1 (centres undefined) was read as LEDGF integ inh 3, PRMT1 inh 0, TCR CD3 inh 2, Tn7 DDE FP -3, HTRA1 inhibitor 7, ABHD4 inh 1, UHRF1 binding -2, TDP2 inh -5, PG9 Ab binder -2.6 and SIAE primary -28.
COc1ccc(OC)c(C2NC(=O)N(C)C(C)=C2C(=O)OCc2ccccc2)c1 (centres undefined) was read as LEDGF integ inh 2, PRMT1 inh 1, TCR CD3 inh 0, Tn7 DDE FP 1, HTRA1 inhibitor 5, ABHD4 inh -3, UHRF1 binding -1, TDP2 inh 5, PG9 Ab binder -0.3 and SIAE primary 3.
Screening Cc1cc(N2CCCCC2)nc2ccc(NC(=O)CCC(=O)NCCC(C)C)cc12 returned LEDGF integ inh 2, PRMT1 inh -1, TCR CD3 inh 3, Tn7 DDE FP -4, HTRA1 inhibitor 6, ABHD4 inh 8, UHRF1 binding 1, TDP2 inh -5, PG9 Ab binder 1.3 and SIAE primary -2.
CCOC(=O)c1c(C2COc3ccccc3O2)csc1NC(=O)c1ccccc1 (centres undefined) was read as LEDGF integ inh -1, PRMT1 inh -2, TCR CD3 inh 1, Tn7 DDE FP 5, HTRA1 inhibitor 3, ABHD4 inh -2, UHRF1 binding 1, TDP2 inh 6, PG9 Ab binder 0.3 and SIAE primary -2.
CCCn1c(N)c(C(=O)CSc2nnc(Cc3cccs3)n2C2CC2)c(=O)[nH]c1=O was read as LEDGF integ inh -3, PRMT1 inh -3, TCR CD3 inh 2, Tn7 DDE FP 6, HTRA1 inhibitor 3, ABHD4 inh -5, UHRF1 binding 17, TDP2 inh 6, PG9 Ab binder -0.1 and SIAE primary -5.
Screening CC1=C(c2ccccc2)CCC1=O returned LEDGF integ inh 0, PRMT1 inh 0, TCR CD3 inh -5, Tn7 DDE FP 0, HTRA1 inhibitor 1, ABHD4 inh 4, UHRF1 binding 1, TDP2 inh 6, PG9 Ab binder 1.3 and SIAE primary -2.

Assay outcomes as filed in PubChem BioAssay.
